Screening data from PubChem BioAssay.
M17LAP inhibition: P. falciparum M17LAP inhibitors, primary screen, biochemical, fluorogenic H-Leu-NHMec substrate, 1536-well (AID 1619); recombinant M17LAP, H-Leu-NHMec fluorogenic kinetic assay; higher % means a stronger effect; inhibition, % at 30 µM; hits with a dose series show IC50 in µM; actives 0.38% (n = 220,000);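 active = compound inhibiting the enzyme by more than half at any dose during confirmatory dose-response retesting; inconclusive = strong single-dose inhibitors picked by rank but not retested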;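 also: plate controls were full reaction with DMSO carrier for no effect and no enzyme background for full effect; strong numbers were not always called active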
Myeloid diff MLP: promotes myeloid progenitor differentiation. calls only at 10 µM. actives 1% (n = 360,000). ER-HoxA9 myeloid progenitors, lysozyme-GFP differentiation, flow cytometry. AID 624256;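 active = normalized GFP-positive differentiation at or above the plate's own cutoff, the solvent-only control mean plus 3 SD; inconclusive = no clear call, values can overlap the other calls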;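 also: cells exposed to compound for four days before flow analysis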
TNAP activators: human TNAP enzyme activators, primary screen, biochemical, luminescent, no phosphate acceptor, uHTS (AID 1001); purified TNAP, luminescent activation assay, no phosphate acceptor; higher activation fold means a stronger effect; activation fold at 20 µM, or EC50 in µM where a hit was titrated; actives 0.03% (n = 200,000); in the data active = activation fold from about 3, or a potency from the dose series; inactive = the rest, 99 in 100 with activation fold below about 1.6; also: many of its hits are not listed in these tables
ER stress rescue: protection against thapsigargin-triggered cell killing – 384-well, CSM14.1, ATP luminescence, primary screen (AID 1222) | CSM14.1 thapsigargin-induced death rescue, ATP luminescence; higher % means a stronger effect | cellular ATP content (survival), % at 20 µM, or EC50 in µM where a hit was titrated | 190,000 tested, under 10 active;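 active = EC50 below 50 µM in the dose-response confirmation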;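 also: death triggered by thapsigargin at about 15 µM added after 2 h compound pretreatment; cell ATP read after overnight thapsigargin exposure of roughly 18 to 22 hours; normalized against plate controls of thapsigargin alone and 5% DMSO vehicle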
P. falciparum M1AAP: malaria alanyl aminopeptidase activity blockers – biochemical, fluorogenic H-Leu-NHMec substrate, 1536-well (AID 1445). recombinant M1AAP, H-Leu-NHMec fluorogenic kinetic assay; higher % means a stronger effect. inhibition, % at 30 µM; hits with a dose series show IC50 in µM. actives 0.42% (n = 220,000);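 active = primary inhibition above the hit cutoff, then over 50% inhibition at one or more dose response concentrations, cut at about 23% in these data, passing the limit was not always enough; inconclusive = conflicting primary data, or primary hits not chosen for dose response; inactive = low primary inhibition, or under 50% at every dose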;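 also: plate controls were DMSO full reaction for no effect and no enzyme background for full effect; strong numbers were not always called active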
LYP phosphatase: inhibitors of LYP phosphatase, biochemical, fluorescence intensity, uHTS (AID 1779); inhibition, % at 11.5 µM, or IC50 in µM where a hit was titrated; recombinant LYP phosphatase, fluorescence intensity; higher % means a stronger effect; actives 0.054% (n = 290,000);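 also: plate controls were vehicle with enzyme for no effect and no enzyme for full effect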
XIAP antagonists: small molecules displacing peptide from XIAP – biochemical, IAP family, fluorescence polarization (AID 1018). XIAP BIR domain, fluorescence polarization peptide displacement; higher % means a stronger effect. displacement, % at 20 µM, or IC50 in µM where a hit was titrated. actives 0.007% (n = 200,000); in the data active = displacement above about 50%; also: a part of the inactive calls stands beside numbers as strong as those of hits
PMI inhibitors: inhibitors of human PMI, primary screen, biochemical, fluorescence intensity, coupled assay (AID 1209); purified PMI enzyme, coupled fluorescence intensity; higher % means a stronger effect; inhibition, % at 20 µM, or IC50 in µM where a hit was titrated; actives 0.42% (n = 190,000);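 also: plate controls were DMSO vehicle for no effect and wells lacking substrate for full effect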
human PMI inhibitors: human PMI inhibitors, high substrate, primary screen, biochemical, fluorescence intensity, high mannose 6-phosphate (AID 1220) | recombinant PMI enzyme, coupled fluorescence intensity; higher % means a stronger effect | inhibition, % at 20 µM, or IC50 in µM where a hit was titrated | actives 0.66% (n = 190,000)
Myeloid diff MLP GFP+ MAC1+ %: further read-out of Myeloid diff MLP, marked with its call; GFP+ MAC1+ double positive, %; measured here: differentiation confirmed by MAC1 staining
* marks the source's active call; other numbers are inactive results; i = inactive; u = inconclusive; x = no result given. Rule as the data show it, unless noted: active = inhibition above about 50%; inactive = the rest.

SMILES	M17LAP inhibition	Myeloid diff MLP	Myeloid diff MLP GFP+ MAC1+ %	TNAP activators	ER stress rescue	P. falciparum M1AAP	LYP phosphatase	XIAP antagonists	PMI inhibitors	human PMI inhibitors
CCOc1ccccc1Nc1nnc(SCC(=O)Nc2ccc3[nH]c(=O)[nH]c3c2)s1	-4.1%	i	1.1	1.3	-2.1%	1.1%	-5.4%	-5.5%	-27.2%	-19.2%
CCc1ccc(NC(=O)Cn2cccc2)cc1	36.5%	i	0.5	1.1	-1.4%	2.7%	-2.7%	-4.0%	-9.7%	-3.1%
O=C(N/N=C/c1cc(Br)c(O)c(Br)c1)c1cccc(C(F)(F)F)c1	23.0%	i	0.6	1.2	-1.6%	14.5%	0.1%	-6.7%	-5.7%	9.3%
CCN(CC)C(=O)c1cc2c(=O)c3cc(F)ccc3oc2nc1C	-0.8%	i	0.3	1	-0.3%	1.4%	-7.5%	-1.2%	0.6%	-2.0%
Cc1ccccc1-c1nc(CS(=O)(=O)CC(=O)N2CCc3ccccc32)c(C)o1	2.0%	i	1.5	1.1	5.3%	8.3%	0.8%	-6.0%	-2.4%	-0.4%
O=S(=O)(/N=C(/Nc1ccccc1F)c1ccccc1)c1ccccc1	-10.4%	i	1.4	1.2	0.3%	1.0%	-12.6%	-1.1%	-0.2%	-8.1%
CC(C)N(Cc1nc(-c2ccccc2)no1)C(=O)CN1C(=O)c2ccccc2C1=O	9.1%	i	4.0	1.1	3.1%	0.2%	-5.3%	-3.0%	5.9%	4.2%
Cc1cc([N+](=O)[O-])nn1CCCC(=O)Nc1ccc(Cl)cc1Cl	-1.8%	i	0.7	1	0.0%	-1.8%	-3.5%	-2.9%	-2.2%	5.1%
COc1ccc(CN2CCN(Cc3cccc4nonc34)CC2CCO)c(C)c1C (stereo not drawn)	4.0%	i	1.8	1.1	-2.5%	1.7%	-5.7%	-3.7%	2.6%	-7.2%
Oc1ccccc1C=NC1CCCCC1N=Cc1ccccc1O (stereo not drawn)	-9.9%	i	0.0	0.9	0.6%	-6.4%	-1.3%	-2.9%	18.0%	37.7%
CC(=O)c1ccc(Nc2ccc(-c3ccccc3C)nn2)cc1	-0.3%	i	0.2	1	0.5%	5.9%	-1.5%	-22.5%	0.0%	8.2%
Cc1cc(C)n(Cc2ccccc2)c(=O)c1S(=O)(=O)c1ccccc1	-68.0%	i	0.3	1.1	1.5%	7.9%	-1.5%	-2.8%	-3.4%	-2.0%
N/C(Cc1cccs1)=N\OC(=O)COc1ccc(Br)cc1	-1.0%	i	1.1	1.1	-3.7%	4.9%	1.7%	2.5%	4.6%	-1.9%
CCOC(=O)C1=C(C)NC(C)=C(C(=O)OCC)C1c1ccc(Br)o1	-13.7%	i	0.4	1.1	-2.0%	2.9%	5.9%	-1.2%	7.7%	35.8%
CCC(=O)N1CCc2cc(Br)cc(S(=O)(=O)Nc3c(C)n(C)n(-c4ccccc4)c3=O)c21	5.6%	x	x	1.2	1.3%	5.8%	-4.8%	-0.2%	-6.7%	-7.9%
CCOC(=O)N1CCC(NC(=O)CCC(=O)N2CCOc3ccccc32)CC1	-4.4%	i	0.5	1.1	-0.8%	-4.3%	-9.6%	-11.8%	4.2%	2.8%
Oc1c(N=NC(=S)Nc2ccccc2F)c2ccccc2n1Cc1ccccc1F	-4.2%	i	0.4	0.7	-5.9%	2.1%	1.2%	-13.8%	-6.7%	-6.7%
O=c1[nH]nc(SCc2cc(Cl)ccc2Cl)c(=O)[nH]1	11.7%	i	0.3	x	x	14.2%	-3.0%	x	x	x
CCn1cc(S(=O)(=O)CC(=O)Nc2cc(C)on2)c2ccccc21	8.0%	i	0.3	0.9	-1.8%	12.0%	5.0%	-3.7%	-9.6%	-2.2%
CCC(=O)NC(=S)Nc1cccc(NC(=O)c2ccccc2Cl)c1	1.8%	i	0.1	1.1	0.4%	2.2%	-6.5%	-1.0%	8.8%	0.7%
CC(=O)Nc1ccc(C(=S)NCc2ccco2)cc1	22.4%	i	3.2	1	-2.1%	5.2%	13.5%	-5.3%	9.7%	7.0%
CC(C)NC(=O)NC(=O)COC(=O)C1(C)CC1(Cl)Cl (stereo not drawn)	-7.0%	i	1.0	1.1	x	-2.8%	-0.3%	-6.7%	0.9%	3.5%
CCOc1ccccc1C(=O)NCc1ccco1	5.2%	i	0.2	1.2	-0.1%	10.8%	-6.7%	-1.0%	-5.3%	-2.7%
O=C(/C=C/c1cccs1)NCc1ccccc1	-2.3%	i	0.3	1	-0.9%	1.4%	3.8%	-3.5%	-3.2%	-0.1%
Cc1ccc(Cl)cc1-n1ncc2c(NNC(=O)c3ccco3)ncnc21	-0.4%	i	0.4	x	-1.2%	-3.1%	-2.6%	-1.4%	13.1%	15.5%
COc1cccc(C(=O)NC(=S)Nc2ccc(N3CCCC3)cc2)c1	4.7%	i	0.6	1	-0.8%	6.2%	5.9%	-0.3%	19.9%	11.1%
Cc1cc(Nc2ccc3c(c2)OCCO3)c2cc(Cl)ccc2n1	-1.1%	i	0.4	1.2	-1.2%	9.7%	-6.0%	-4.2%	-10.5%	-4.2%
CC1=NN(c2ccc(C)c(C)c2)C(=O)/C1=C/c1ccc2c(c1)n(C)c(=O)n2C	-0.7%	u	x	1	-2.6%	7.1%	2.6%	-13.5%	12.0%	17.2%
O=C(Nc1ccc(Cl)c(Cl)c1)Nc1nnc(-c2ccncc2)s1	-4.6%	i	0.2	1.4	11.0%	2.6%	17.1%	0.0%	8.2%	4.3%
CCCCOC(=O)c1cc(=O)[nH]c(=O)[nH]1	-4.2%	i	1.8	1.2	-1.4%	-2.1%	-1.7%	-1.8%	-2.7%	-3.9%
CCOC(CCn1c(SCC(=O)Nc2cc(C)on2)nc2ccccc2c1=O)OCC	1.4%	i	0.1	1	0.3%	4.2%	-5.3%	-7.3%	-2.9%	-7.4%
CCOc1ncccc1C(=O)NCCN1C(=O)S/C(=C/c2cccs2)C1=O	14.1%	i	0.8	1.1	2.2%	5.3%	-0.1%	0.0%	-1.2%	3.5%
CCOc1cccc(NC(=O)CSc2nncn2N)c1	2.4%	i	8.8	0.9	0.9%	3.5%	2.2%	-6.7%	-1.3%	4.2%
O=C(CC(O)(C(F)(F)F)C(F)(F)F)Nc1ccc(Cl)c(Cl)c1	5.3%	i	0.6	1.2	1.4%	6.8%	-8.1%	-3.5%	9.6%	5.0%
CCOC(=O)c1nn(-c2cccc(OC)c2)c(-c2ccccc2)c1C(=O)c1ccccc1	-2.8%	i	0.8	1	10.2%	1.2%	6.9%	-3.9%	7.7%	5.9%
CC(=O)Nc1ccccc1OCC(=O)c1ccc2c(c1)OCO2	7.4%	i	0.0	1.1	-1.3%	-2.5%	-1.7%	-17.8%	4.4%	6.9%
CCNCc1cc(Cl)c(OCc2ccccc2)c(OCC)c1	-2.6%	i	0.5	1.1	-3.2%	-5.5%	-3.3%	-1.6%	-5.6%	-10.8%
COc1cc(C(=O)Nc2ccc(NC(=O)c3ccco3)nc2)cc(OC)c1OC	5.0%	i	0.7	1.1	-1.2%	-12.2%	-6.9%	-4.9%	-0.3%	-2.4%
C=CCn1cnc2c(NCc3ccccc3)ncnc21	-12.8%	i	0.6	1.1	x	-9.3%	-5.4%	-1.9%	4.3%	5.4%
COc1cc(C(=O)OCC(=O)c2cc(C)n(C)c2C)cc(NC(=O)c2ccco2)c1OC	-5.5%	i	0.8	1.2	1.0%	-0.5%	1.1%	-3.4%	8.1%	3.8%
CCn1c(SCC(=O)Nc2cc(F)ccc2C)nnc1-c1ccccc1O	1.8%	i	1.8	1	-0.6%	6.2%	-7.8%	-2.1%	16.2%	12.0%
O=C(CCCCCn1c(=S)[nH]c2ccc(Br)cc2c1=O)NCC1CCCO1 (stereo not drawn)	-4.1%	i	0.2	1.1	-0.5%	-0.9%	-2.3%	-4.7%	-3.2%	-8.2%
COc1ccc(-c2nn[nH]n2)cc1OC	4.8%	i	1.1	1.1	0.9%	-5.4%	-7.5%	-3.8%	-5.0%	-6.9%
Cc1cc(C(=O)CSc2nnnn2C)c(C)n1C1CC1	10.6%	i	0.1	1.1	-0.7%	5.4%	0.7%	-6.5%	2.8%	13.5%
O=C(C1=C[C@@H](c2ccc(Br)cc2)C[C@@H](OCc2ccc(CO)cc2)O1)N1CCN(Cc2ccccc2)CC1	5.9%	i	2.0	1.1	4.2%	9.1%	-2.6%	-3.7%	18.9%	19.4%
O=C(O)C1CC=CCC1C(=O)Nc1cccc(Cl)c1Cl (stereo not drawn)	u	x	x	1.1	-1.1%	-0.2%	2.0%	-1.4%	-4.4%	-7.7%
CCOc1ccc(/C=N/Nc2ccccn2)cc1	3.9%	i	0.2	1	-1.4%	2.0%	-4.0%	-3.1%	-2.2%	-7.5%
CC(=O)NC(=O)c1nnn(Cc2ccccc2)c1NC(C)=O	-0.2%	i	1.7	1.1	-0.4%	2.8%	2.5%	-2.9%	3.3%	4.6%
Cc1onc(-c2ccccc2)c1C(=O)Nc1nnc(-c2ccncc2)s1	19.2%	i	8.7	1	5.7%	10.5%	0.8%	-3.4%	8.9%	0.4%
COc1cc2c(cc1OC)C(c1ccc(N(C)C)cc1)CC(=O)N2 (stereo not drawn)	13.3%	i	1.4	1.1	-1.5%	-1.4%	0.2%	-5.7%	4.5%	-7.4%
COc1ccc(C(O)Cc2nc3ccccc3n2C)cc1OC (stereo not drawn)	-1.9%	i	1.5	1.1	-1.3%	10.2%	-0.1%	-3.2%	-8.6%	3.0%
CCN(CC)S(=O)(=O)c1ccc(C(=O)NNC(=O)C2CCN(S(=O)(=O)c3ccc(Cl)cc3)CC2)cc1	2.1%	i	0.5	1.7	1.3%	2.2%	-1.6%	-20.7%	11.0%	4.5%
CCCn1c(C)cc(C(=O)COc2ccc(C)nc2[N+](=O)[O-])c1C	13.2%	i	1.2	0.9	2.1%	3.8%	-8.4%	-2.7%	4.4%	3.2%
CC(CC(=O)Nc1nc2ccccc2[nH]1)n1ccnc1 (stereo not drawn)	-1.3%	i	0.4	0.9	x	5.7%	-0.6%	-0.6%	1.2%	-4.1%
COC(=O)Cc1ccc(NC(=O)c2ccccc2Br)cc1	-4.2%	i	0.0	1.1	1.1%	-5.1%	-6.2%	-5.2%	1.7%	1.6%

Part of the list above, comma-delimited.
SMILES,M17LAP inhibition,Myeloid diff MLP,Myeloid diff MLP GFP+ MAC1+ %,TNAP activators,ER stress rescue,P. falciparum M1AAP,LYP phosphatase,XIAP antagonists,PMI inhibitors,human PMI inhibitors
CCOc1cccc(NC(=O)CSc2nncn2N)c1,2.4%,i,8.8,0.9,0.9%,3.5%,2.2%,-6.7%,-1.3%,4.2%
CCOC(=O)C1=C(C)NC(C)=C(C(=O)OCC)C1c1ccc(Br)o1,-13.7%,i,0.4,1.1,-2.0%,2.9%,5.9%,-1.2%,7.7%,35.8%
